# From PubChem BioAssay
# RTF Ca sens inh – cardiac RTF calcium desensitization; 340,000 tested, 0.12% active; AID 493244; P19429+P45379; inhibition, % at 7.15 µM; IANBD-labeled cardiac RTF, Ca2+ fluorescence;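 active = inhibition above the mean inhibition of all tested compounds plus 3 SD, cut at about 17% in these data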;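 also: assay run at fixed EC70 calcium of 1.6 mM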
# PfHsp90 yeast 2 – reduces growth (ATP signal) of yeast expressing P. falciparum Hsp90 | S. cerevisiae expressing PfHsp90, BacTiter-Glo ATP, 48 h; yeast lacking PDR1 and PDR3 efflux regulators | inhibition, % at 9.4 µM | 310,000 tested, 0.32% active | AID 504621;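 active = every replicate shows inhibition above about 80%, whatever the replicate mean, limit read from the data; inconclusive = mean inhibition reaches the set limit but some replicate falls short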;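 also: 0% = DMSO neutral controls and 100% = 20 µM radicicol positive controls; yeast relying on Plasmodium falciparum Hsp90 in place of its own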
# PvdQ acylase – P. aeruginosa PvdQ acylase inhibition; purified PvdQ acylase, fluorescence plate reader; inhibition, % at 10 µM; 340,000 tested, 0.063% active; in the data active = inhibition above about 30%, passing the limit was not always enough; inconclusive = no clear call, values can overlap the other calls;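 also: 0% = vehicle neutral wells and 100% = reference inhibitor wells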
# RTF Ca sens act – cardiac RTF calcium sensitization. P19429+P45379. IANBD-labeled TnC RTF fluorescence at EC20 calcium; 0% EC20 calcium, 100% full calcium. activation, % at 7.2 µM. 340,000 tested, 0.24% active. AID 493008;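 active = activation above the mean over all tested compounds plus 3 SD, cut at about 30% in these data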;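 also: rise in fluorescence read as greater calcium sensitivity of cardiac thin filaments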
# NSD2 inh – inhibitors of human histone methyltransferase NSD2; O96028; NSD2 peptide methylation, AlphaScreen, 120 min; inhibition, % at 12.5 µM; 310,000 tested, 0.54% active; in the data active = inhibition above about 50%
# dFosB act – enhances mouse delta FosB homodimer DNA binding | purified delta FosB, TAMRA-CDK5 oligo fluorescence polarization; percent of positive-control signal above neutral wells | activation, % at 25 µM | 340,000 tested, 0.99% active;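 active = mean activation above about 17%, with every replicate also reaching it, limit read from the data, passing the limit was not always enough; inconclusive = only one of the two conditions met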;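 also: fluorescence polarization rise as delta FosB binds a TAMRA Cdk5 AP-1 oligo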
# Target sequence (P13346 whole entry, looked up): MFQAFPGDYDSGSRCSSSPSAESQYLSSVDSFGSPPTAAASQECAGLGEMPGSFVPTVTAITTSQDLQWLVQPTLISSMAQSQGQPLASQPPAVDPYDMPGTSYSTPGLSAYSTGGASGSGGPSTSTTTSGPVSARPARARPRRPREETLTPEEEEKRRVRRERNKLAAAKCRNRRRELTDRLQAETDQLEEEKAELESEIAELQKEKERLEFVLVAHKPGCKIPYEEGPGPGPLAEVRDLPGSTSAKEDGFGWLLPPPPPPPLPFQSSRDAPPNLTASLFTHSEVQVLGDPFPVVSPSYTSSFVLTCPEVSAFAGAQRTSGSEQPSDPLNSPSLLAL
# Rtt109 HAT inh – C. albicans Rtt109 histone acetyltransferase inhibition; AID 540336; Q5AAJ8; 330,000 tested, 0.16% active; purified Rtt109/Vps75, ThioGlo CoA-SH fluorescence, 4 h; inhibition, % at 34.9 µM;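 active = inhibition of at least 50% in every replicate; inconclusive = best replicate reaches 50% inhibition but some replicates fall short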
# Target sequence (Q5AAJ8 whole entry, looked up): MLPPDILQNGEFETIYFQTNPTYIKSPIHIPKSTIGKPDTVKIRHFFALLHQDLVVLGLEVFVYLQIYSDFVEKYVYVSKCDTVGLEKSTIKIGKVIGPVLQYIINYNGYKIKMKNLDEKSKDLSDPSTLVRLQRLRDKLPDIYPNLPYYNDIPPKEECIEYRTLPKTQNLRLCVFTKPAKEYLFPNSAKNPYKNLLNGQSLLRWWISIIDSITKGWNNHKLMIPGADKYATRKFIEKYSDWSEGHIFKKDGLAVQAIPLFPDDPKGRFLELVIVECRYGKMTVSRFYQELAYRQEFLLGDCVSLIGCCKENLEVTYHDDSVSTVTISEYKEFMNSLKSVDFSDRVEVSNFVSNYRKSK
# LANA DNA inh – inhibitors of KSHV LANA C-terminal domain DNA binding; 340,000 tested, 0.078% active; MBP-C-LANA/FAM-LBS DNA binding, fluorescence polarization; inhibition, % at 9 µM; AID 504423;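 active = highest replicate inhibition at or above 60% at 9 µM, even if other replicates fall short; inactive = all replicates below 60% inhibition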;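 also: 0% = neutral control wells and 100% = 4 µM acridine orange control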
# Keap1-Nrf2 PPI – Keap1-Nrf2 (human) interaction inhibition; inhibition, % at 9.4 µM; Keap1 Kelch-Nrf2 peptide fluorescence polarization, 1536-well; 340,000 tested, 0.15% active; Q14145; in the data active = inhibition above about 12%; inconclusive = no clear call, values can overlap the other calls; inactive = below about 7.3%;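 also: human Keap1 Kelch domain with fluorescein labeled Nrf2 9mer peptide probe; 0% = neutral control wells and 100% = peptide positive control; higher means more block of Keap1 binding to Nrf2 peptide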
# CDK5 p35 inh – inhibitors of human CDK5/p35 kinase; Q00535+Q15078; Recombinant CDK5/p35, ADP-Glo luminescence, 60 min; inhibition, % at 10 µM; 330,000 tested, 0.01% active; AID 488839;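 active = highest replicate inhibition of at least 50% and at least 75% of replicates reaching 50%; inconclusive = only one of the two criteria met; inactive = both criteria failed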;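 also: plate controls were DMSO neutral control for no effect and GW8510 at 10 µM for full effect; many of its hits are not listed in these tables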
# Mot1-301 SUMO – inhibitors of SUMOylation pathway: yeast Mot1-301 growth rescue; 320,000 tested, 1% active; AID 2716; growth rescue, % at 18.8 µM; S. cerevisiae Mot1-301 growth rescue, ATP luminescence, 38.5C; percent above DMSO median, 100 means doubled;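 active = every valid replicate shows activation above 250% relative to neutral control wells; inactive = the rest, any valid replicate at or below 250%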;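 also: OY570 slx delta 5 strain wells were the positive control but not used for scaling; some compounds called inactive have numbers as strong as hits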
# * marks the source's active call; other numbers are inactive results; ? = inconclusive; · = not tested or not shown.
item	SMILES	RTF Ca sens inh	PfHsp90 yeast 2	PvdQ acylase	RTF Ca sens act	NSD2 inh	dFosB act
1	CCc1ccc(NC(=O)COC(=O)/C=C/c2c(C)nn(C3CCS(=O)(=O)C3)c2Cl)cc1 (centres undefined)	-11	-5	8	6	-2	1
2	CCN(CC)CCCNC(=O)c1cc2c(=O)[nH]c3ccc(C)cc3c2s1	5	8	-7	-8	34	-9
3	CCOC(=O)NN=C1c2ccccc2-c2ccccc21	-7	-39	-17	3	0	-30
4	CC(SC(=S)N1CCOCC1)C(=O)O (centres undefined)	1	-11	6	-3	-1	-1
5	Cc1ccc(C(CC(=O)O)NC(=O)CCNC(=O)c2ccco2)cc1 (centres undefined)	-11	4	9	10	·	-4
6	Cc1[nH]c(C)c(S(=O)(=O)N(C)Cc2ccccc2)c1C(=O)N1CCCC1	-6	-10	-4	5	1	2
7	O=[N+]([O-])c1c(Nc2ccc(O)cc2)cc(N2CCOCC2)c2nonc12	-23	5	-7	4	-3	-7
8	COC(=O)c1ccc(-n2c(CCC(=O)O)ccc2-c2ccc(C)cc2)cc1	-12	10	1	0	4	-2
9	COC(=O)C(C(=O)OC)c1ccc(N)cc1	-1	-9	-11	-5	25	2
10	O=C(NC1CC1)C1CC(=O)N(c2ccc(F)cc2)C1 (centres undefined)	-3	22	-8	-4	-2	-3
11	O=C(OCc1nnc(-c2ccc([N+](=O)[O-])cc2)o1)c1ccc(F)c(S(=O)(=O)N2CCOCC2)c1	-5	·	-15	3	-2	-14
12	Cc1ccc(O)c(C(CC(=O)N2CCCC2)c2ccccc2)c1 (centres undefined)	-17	-36	-12	2	·	-10

item	Rtt109 HAT inh	LANA DNA inh	Keap1-Nrf2 PPI	CDK5 p35 inh	Mot1-301 SUMO
1	-7	-2.3	-3	6.1	-8
2	-1	-2.7	-4	-0.5	6
3	1	1.7	0	0.7	-10
4	0	-0.7	-1	0.3	-6
5	?	-1.5	4	1.6	·
6	5	-0.9	-3	-8.5	3
7	-8	-2.7	-3	0.1	-18
8	1	0.3	1	-1.9	9
9	4	-5.8	-4	1.8	56
10	-4	0.1	3	1.3	-14
11	-2	-0.6	-3	0.0	·
12	5	-0.2	-3	·	-6

# Next part.
item	SMILES	RTF Ca sens inh	PfHsp90 yeast 2	PvdQ acylase	RTF Ca sens act	NSD2 inh	dFosB act
13	O=C(O)CCC(=O)N1c2ccccc2NC2=C(C(=O)CC(c3ccc(F)cc3)C2)C1c1ccc([N+](=O)[O-])o1 (centres undefined)	2	-3	12	1	-1	-12
14	CN1C(=O)C2(NCCc3c2[nH]c2ccccc32)c2ccccc21 (centres undefined)	-2	16	-3	7	4	-4
15	CCC/C(O)=C1\C(=O)CC(C)(C)CC1=Nc1ccccc1OC	-4	-21	-8	-4	1	-3
16	Cc1ccc(NC(=O)N2CCc3ccccc3C2)cc1C	-8	32	-6	-2	-4	-9
17	c1ccc(-n2ncc3c2ncn2cnnc32)cc1	0	-7	-14	-6	·	-2
18	Cc1ccc(C(C(=O)NCc2ccco2)N(CC2CCCO2)C(=O)Cn2nnc3ccccc32)cc1 (centres undefined)	-6	21	-9	-5	-1	-8
19	COc1cc(NC(=O)Cc2ccc(Cl)cc2)ccc1NC(=O)c1ccco1	0	-4	-6	-3	3	-2
20	CC1CCCCC1NC(=O)COC(=O)Cc1ccc(Br)cc1 (centres undefined)	-2	13	-4	4	-2	-5
21	COc1ccc(C2=CC(=O)C[C@H](c3ccc(F)cc3)C2)cc1F	-2	20	-8	6	·	-7
22	O=C(c1cccc(Cl)c1)N1CCN(C(=O)c2ccccc2F)CC1	-5	2	-11	5	1	3
23	O=C(NCc1ccc(Cl)cc1)C1CCN(c2cnccn2)CC1	-13	40	0	30*	3	-5
24	CCc1ccc(CNC(=O)C2CCN(c3nnc(C)c4c(C)n(-c5ccc(C)cc5)nc34)CC2)cc1	-9	4	-9	2	-1	83*

item	Rtt109 HAT inh	LANA DNA inh	Keap1-Nrf2 PPI	CDK5 p35 inh	Mot1-301 SUMO
13	7	1.0	-1	-2.0	283
14	7	1.7	-1	-0.1	-21
15	-3	0.1	-2	-0.7	16
16	-8	-0.9	-1	-1.1	-3
17	-10	0.5	-1	-0.4	-2
18	-3	-0.8	3	1.6	-17
19	-2	0.8	10	-1.5	-20
20	7	-0.5	2	0.4	4
21	-3	-0.2	-3	-1.5	-2
22	-22	-0.8	-2	1.3	1
23	5	-0.3	1	0.9	-15
24	-1	-1.9	-2	-1.5	-10

# Structures listed above that bear a hit mark in dFosB act.
no.	Structure	PfHsp90 yeast 2	PvdQ acylase	NSD2 inh	dFosB act	Rtt109 HAT inh	LANA DNA inh	Keap1-Nrf2 PPI	CDK5 p35 inh	Mot1-301 SUMO
24	CCc1ccc(CNC(=O)C2CCN(c3nnc(C)c4c(C)n(-c5ccc(C)cc5)nc34)CC2)cc1	4	-9	-1	83*	-1	-1.9	-2	-1.5	-10

# The listing picks up, repeating the four entries before the break.
item	SMILES	RTF Ca sens inh	PfHsp90 yeast 2	PvdQ acylase	RTF Ca sens act	NSD2 inh	dFosB act
21	COc1ccc(C2=CC(=O)C[C@H](c3ccc(F)cc3)C2)cc1F	-2	20	-8	6	·	-7
22	O=C(c1cccc(Cl)c1)N1CCN(C(=O)c2ccccc2F)CC1	-5	2	-11	5	1	3
23	O=C(NCc1ccc(Cl)cc1)C1CCN(c2cnccn2)CC1	-13	40	0	30*	3	-5
24	CCc1ccc(CNC(=O)C2CCN(c3nnc(C)c4c(C)n(-c5ccc(C)cc5)nc34)CC2)cc1	-9	4	-9	2	-1	83*
25	CN(C)CCNC(=O)C(=O)NCC1OCCN1S(=O)(=O)c1cc(F)ccc1F (centres undefined)	-9	-21	-15	-3	-2	3
26	CCc1nnc(NC(=O)Cn2nc(-c3ccccc3OC)ccc2=O)s1	1	6	-4	4	-1	2
27	Fc1cccc(Nc2nc(Cl)nc(Cl)n2)c1	-14	-29	-10	3	-4	-5
28	Cc1cc([N+](=O)[O-])nn1CC(=O)Nc1ccccn1	1	-22	-14	4	-3	3
29	N#Cc1nc(-c2ccc(Cl)cc2)oc1N1CCCCC1	3	29	-11	0	4	2
30	CC(Sc1ccc([N+](=O)[O-])cn1)C(=O)Nc1nccs1 (centres undefined)	-9	-17	-15	3	-1	2
31	CCOC(=O)CNC(=O)C1CCCN(c2ncccn2)C1 (centres undefined)	-1	-18	-16	-2	1	9
32	CCOC(=O)N1CCC(NC(=O)c2ccc3c(c2)N(Cc2ccc(C)cc2)CCS3)CC1	-5	0	-5	4	·	-9
33	CCCCN(C)C1CCN(C(=S)Nc2cccc(SC)c2)CC1	-3	9	6	2	42	-8
34	CC1=C(C)C(=O)C(N2CCOCC2)=CC1=O	5	13	10	-1	12	-5
35	Fc1ccccc1-n1[nH]nnc1=S	4	-5	-13	-1	0	-1
36	Cc1cc(C)c(S(=O)(=O)Nn2cnnc2)c(C)c1	-6	-11	-1	1	-2	4

item	Rtt109 HAT inh	LANA DNA inh	Keap1-Nrf2 PPI	CDK5 p35 inh	Mot1-301 SUMO
21	-3	-0.2	-3	-1.5	-2
22	-22	-0.8	-2	1.3	1
23	5	-0.3	1	0.9	-15
24	-1	-1.9	-2	-1.5	-10
25	0	-2.3	0	2.5	6
26	-6	0.2	0	1.4	-16
27	3	-0.4	0	0.6	-10
28	3	1.0	-5	-3.3	-3
29	-7	0.2	-3	-0.4	14
30	3	0.0	-5	1.1	19
31	-10	-0.2	0	-2.2	19
32	-6	1.9	-8	0.6	-13
33	17	-1.2	2	0.4	5
34	19	2.3	-1	-1.3	·
35	-1	-1.4	-2	·	-4
36	3	-1.9	0	-0.1	29

# (more compounds)
item	SMILES	RTF Ca sens inh	PfHsp90 yeast 2	PvdQ acylase	RTF Ca sens act	NSD2 inh	dFosB act
37	CCc1ccc(NC(=O)CNC(=O)Cn2ccc3ccccc3c2=O)cc1	0	-7	-6	-5	-5	-1
38	O=C(Nc1ccccc1C(F)(F)F)c1ccc(F)c(S(=O)(=O)N2CCOCC2)c1	-14	-1	-11	12	-3	2
39	COc1cccc(C(=O)Nc2cccc(-c3nnc(-c4ccccc4)o3)c2)c1	3	-15	-3	3	-1	-28
40	N=c1ccn2c(n1)OC1C(O)C(CO)OC12 (centres undefined)	-7	-4	-3	1	4	0
41	COc1ccc(N2C(=O)C3CCCN3C2c2ccccc2)cc1Cl (centres undefined)	4	·	-7	2	·	-1
42	O=C(CSc1ccccc1)NNC(=O)c1ccccc1O	-9	3	-12	12	·	-2
43	CCCCn1c(=O)nc2n(-c3ccccc3C)c3ccccc3cc-2c1=O	-7	-11	-13	3	-1	-4
44	COc1ccc2ccccc2c1CNC(=O)CC1C(=O)NCCN1CC(C)C (centres undefined)	-17	-9	7	1	10	4
45	O=C(COC(=O)c1cccc(S(=O)(=O)NCc2ccccc2)c1)NCC1CCCO1 (centres undefined)	8	-4	-4	-3	0	2
46	O=c1c2ccccc2oc2cc(-c3ccc4cc[nH]c4c3)ccc12	-17	1	9	-4	·	2
47	COc1cccc(C(=O)NC(=S)N2c3ccccc3CC2C)c1OC (centres undefined)	-6	6	7	-11	7	-8
48	Cc1cc2cc3c(cc2nc1SCC(=O)N1CCOCC1)OCO3	-4	-2	-9	-6	2	-1

item	Rtt109 HAT inh	LANA DNA inh	Keap1-Nrf2 PPI	CDK5 p35 inh	Mot1-301 SUMO
37	5	1.1	1	1.2	14
38	-2	-0.3	-2	0.7	16
39	-2	-11	-2	-0.2	-3
40	9	-1.6	-3	0.8	-11
41	2	1.5	4	-0.4	-17
42	2	2.2	-4	-3.5	-2
43	-1	3.2	-3	-0.7	-16
44	1	-0.9	-2	2.1	0
45	-5	2.7	1	0.4	-6
46	11	-2.5	-8	2.6	24
47	2	-1.6	-7	-1.4	25
48	12	0.2	-3	-0.8	11

# (continued)
item	SMILES	RTF Ca sens inh	PfHsp90 yeast 2	PvdQ acylase	RTF Ca sens act	NSD2 inh	dFosB act
49	CCc1cccc2c1NC1(CCCC1)CC2C (centres undefined)	-2	-5	-5	-2	·	7
50	Cc1ccc(-c2nc(N)sc2C)cc1	-4	-20	-7	2	1	-4
51	Cc1ncoc1C(=O)NC1CC(C)(C)Cc2c1cnn2-c1ccc(F)cc1 (centres undefined)	-5	-17	-6	2	-1	-2
52	COc1cccc(N2CC(NC(=O)C(=O)c3c[nH]c4ccccc34)CC2=O)c1 (centres undefined)	-6	·	-4	-4	0	-6
53	O=C(CCN1C(=O)C2C3C=CC(C3)C2C1=O)NCC1CCCO1 (centres undefined)	-3	-1	-8	-2	·	-1

item	Rtt109 HAT inh	LANA DNA inh	Keap1-Nrf2 PPI	CDK5 p35 inh	Mot1-301 SUMO
49	4	-2.0	-4	-0.4	11
50	-14	-0.4	-1	0.4	2
51	-18	0.5	-5	-6.0	8
52	5	-1.9	0	0.6	4
53	0	5.8	4	0.3	-1
